Bioassay records as filed in PubChem.
INS-1E GSIS act: primary screen for activators of insulin secretion dependent on glucose, INS-1E cells, GLuc reporter luminescence | INS-1E GLuc reporter insulin secretion, 2-3 h | activation, % at 16.6 µM | 370,000 compounds, 0.61% hits;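 active = lowest replicate activation of at least 40%, so every replicate reaches that level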;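 also: 0% = median of neutral control wells and 100% = median of IBMX positive control wells; some compounds called inactive have numbers as strong as hits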
PAX8 inh HTS: inhibitors of PAX8 transcriptional activity in RMG-I cells; RMG-I TPO-luciferase reporter, SteadyGlo, 24 h; inhibition, % at 12.6 µM; 360,000 compounds, 1.2% hits;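 active = mean replicate inhibition at least 60% with every replicate also reaching 60%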;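 also: luciferase light reporting Pax8 driven TPO promoter activity; plate controls were median of neutral control wells for no effect and mitoxantrone controls for full effect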
XiGFP reactiv: X-chromosome reactivation activator; XiGFP mouse fibroblasts, % GFP-positive cells imaging, 3 d; cells co-treated with 5-aza-dC sensitizer; scaled so ellipticine positive control = 100%; 360,000 compounds, 0.055% hits; activation, % at 7.58 µM; AID 743238;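 active = mean normalized replicate activation at least 10% and every replicate at or above 10%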;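 also: 0% = median of on-plate neutral control wells and 100% = ellipticine 6 µM median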
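material = 68-5-11 XiGFP fibroblast line | medium = DMEM plus 5-aza-dC sensitizer | schedule = 3 days compound exposure | benchmarks = positive control ellipticine, 6 µM final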
Numbers without * were called inactive.

Below each compound: INS-1E GSIS act | PAX8 inh HTS | XiGFP reactiv
Cc1cc(OCCCCNC(C)C)cc(C(C)C)c1
 : 13 | -7 | 0.4
Cc1cc(=S)cc(C)n1CCO
 : 4 | -10 | 0.1
S=C(NC1CCCCC1)N(CCc1ccccc1)CCc1ccccc1
 : -2 | 2 | 0.0
CCC(=O)NNc1ccc(Br)cc1
 : -7 | -12 | 0.0
N#CC1=C(N)n2c(s/c(=C\c3cccs3)c2=O)=C(C#N)C1c1cccs1 (stereo not drawn)
 : -1 | 10 | 2.4
CCc1cc2ccccc2nc1SCC(=O)Nc1cc(OC)c(OC)cc1C(=O)O
 : 25 | 7 | 0.0
O=C(Cc1ccccc1Cl)NNC(=O)Nc1ccccc1
 : 10 | 3 | 0.1
O=C(CNC(=O)c1ccccc1F)NCCOc1cccc(Cl)c1Cl
 : -7 | 6 | 0.3
COc1ccccc1N1C(=O)C(Cl)=C(Nc2ccccc2O)C1=O
 : 9 | 2 | 0.3
c1ccc2c3c([nH]c2c1)C(C1CCCCC1)N(Cc1ncc[nH]1)CC3 (stereo not drawn)
 : -15 | 31 | 0.0
O=S(=O)(Nc1ccc(O)c(Sc2nc3ccccc3s2)c1)c1cccc2ccccc12
 : -34 | 12 | 0.1
COc1ccc(NC(=O)CC2C(=O)N(C)C(=S)N2CCc2ccccc2)cc1 (stereo not drawn)
 : -33 | -2 | 0.0
COc1cc(C(C)=O)ccc1Oc1ncnc2c1cnn2-c1ccc(C)c(C)c1
 : 7 | -46 | -0.1
COc1ccc(CNC(=O)CC2C(=O)NCCN2CC(C)(C)C)c(OC)c1 (stereo not drawn)
 : 2 | 6 | 0.0
COc1ccc(/C=N/Nc2nc(=O)[nH]nc2C)cc1[N+](=O)[O-]
 : -5 | -54 | 0.0

Of the compounds above, 2 have two or more sulfur atoms.
Below each compound: INS-1E GSIS act | PAX8 inh HTS | XiGFP reactiv
N#CC1=C(N)n2c(s/c(=C\c3cccs3)c2=O)=C(C#N)C1c1cccs1 (stereo not drawn)
 : -1 | 10 | 2.4
O=S(=O)(Nc1ccc(O)c(Sc2nc3ccccc3s2)c1)c1cccc2ccccc12
 : -34 | 12 | 0.1

More compounds.
Below each compound: INS-1E GSIS act | PAX8 inh HTS | XiGFP reactiv
COc1ccc2c(c1)C(C)CC(C)(C)N2C(=O)NC1CCCCC1 (stereo not drawn)
 : 7 | -46 | 0.0
COCC(C)NC(=O)CCc1nnc(C2(c3ccc(Cl)cc3)CCC2)o1 (stereo not drawn)
 : -1 | -83 | 0.0
Cc1ccc(C(=O)Nc2nc(-c3ccccc3)c(-c3ccccc3)o2)cc1
 : -7 | 1 | 0.0
C/C(=N\Nc1nc(N2CCCCCC2)nc(N2CCCCCC2)n1)c1ccccc1
 : -15 | 5 | 0.0
CCOC(=O)C1=C(c2ccccc2)OC(N)=C(C#N)C1c1ccc(Br)s1 (stereo not drawn)
 : 21 | -4 | 0.0
COc1ccc(Cc2nc3ccccc3n2CC(=O)N/N=C/c2ccc(C)cc2O)cc1OC
 : 16 | 22 | -0.1
COc1ccc(-c2cn3cccc(C)c3n2)cc1Br
 : 3 | -233 | -0.2
S=c1[nH]c2ccc3ccccc3c2[nH]1
 : 3 | -22 | 0.5
O=C(Nc1ccccc1)Nc1cc([N+](=O)[O-])ccc1F
 : -2 | -22 | 0.0
N=C1C(c2ccccc2)=C(O)CN1c1cccc(S(=O)(=O)Nc2cccc(C(F)(F)F)c2)c1
 : -1 | 15 | 0.0
O=C(Nc1nnc(CSCc2ccc(F)cc2)s1)c1cccc([N+](=O)[O-])c1
 : -26 | 6 | 0.0
CCn1c(SCC(=O)NC2CCCc3ccccc32)nnc1-c1ccncc1 (stereo not drawn)
 : 14 | -1 | 0.1
COc1ccc(-c2cnc(NCc3cc4c(cc3[N+](=O)[O-])OCO4)n2C)cc1
 : -12 | -14 | 0.0
CCOC(=O)c1ccc(NC(=S)NN2CCOCC2)cc1
 : -5 | -30 | 0.2
Cc1ccccc1-n1c(C)nnc1SCc1cc(=O)oc2ccc3ccccc3c12
 : -29 | 1 | 0.7
COc1cc(C(=O)NC(c2ccccc2)c2ccccc2)cc(Cl)c1OC
 : 0 | 8 | 0.1
Fc1ccc(NC(=S)Nc2cccc(Cl)c2)cc1
 : 1 | -3 | -0.1
O=C(N/N=C/c1ccc(OC(=O)c2ccc3c(c2)OCO3)cc1)c1cncc(Br)c1
 : 3 | 12 | 0.0
CC1=CC(C)(C)n2c(O)c(N=NC(N)=S)c3cccc1c32
 : 20 | 12 | 0.0
O=C1CCC(CCC(=O)N2CCCC(C(=O)c3cccc(C(F)(F)F)c3)C2)=NN1 (stereo not drawn)
 : 7 | -9 | 0.0
Cc1nc(C)c(CCNC(=O)c2ccc(C(F)(F)F)cc2)s1
 : -11 | 13 | 0.0
COc1ccc2cc(C3CC(c4cccs4)=NN3S(C)(=O)=O)c(Cl)nc2c1 (stereo not drawn)
 : -27 | -11 | 0.0
CCOC(=O)CC1CCCCN1Cc1nc(-c2ccc(F)c(OC)c2)oc1C (stereo not drawn)
 : -27 | 23 | 0.0
CCOC(=O)C1=C(C)NC(=S)NC1c1ccc(OC(=O)c2ccco2)cc1 (stereo not drawn)
 : 0 | -27 | 0.0
O=C1CN(C(=O)c2cc([N+](=O)[O-])ccc2Cl)C(c2ccccc2)c2cc(F)ccc2N1 (stereo not drawn)
 : -3 | 24 | 0.8
CCCCOc1ccc(/C=C/C2=CC(C)(C)NC(=S)N2)cc1OCC
 : -2 | 22 | 0.3
COCCNc1c([N+](=O)[O-])c(=O)n(-c2ccccc2)c2ccccc12
 : 10 | 1 | 0.0
O=C1OC(Cc2ccccn2)C(O)=C1C1=NCCCCN1 (stereo not drawn)
 : 2 | -85 | 0.0
O=C(CNC(=O)c1cccc(F)c1)N/N=C/c1ccc([N+](=O)[O-])s1
 : 2 | 37 | 0.0
C/C(CC(=O)Nc1ccc(N(C)C)cc1)=N\NC(=O)c1cnccn1
 : -2 | -16 | 0.1
Cc1ccc(/C=C2\SC(=S)N(C(Cc3ccccc3)C(=O)O)C2=O)cc1 (stereo not drawn)
 : 6 | 0 | 0.1
CCS(=O)(=O)N1N=C(c2ccccc2)CC1c1ccc2nccnc2c1 (stereo not drawn)
 : 17 | -8 | 0.0
COc1ccc2cc(C(C)=O)c(=O)oc2c1
 : 13 | -9 | 0.0
Cc1cccc2c3nc4ccccc4nc3n(CCCN3C(=O)c4ccccc4C3=O)c12
 : -7 | -17 | 0.0
COc1ccc(NC(=O)CSCc2ccccc2C)cc1
 : -11 | -45 | 0.0
COc1ccc(N(CC(O)Cn2c(C)nc3ccccc32)S(=O)(=O)c2ccccc2)cc1 (stereo not drawn)
 : 4 | -29 | -0.1
CCCn1c(=O)c(C(=O)OCC)c(O)c2cc(Br)ccc21
 : 10 | -1 | 0.0
Cc1nn(-c2ccccc2)c2c1C(c1ccc(F)cc1)C(C#N)=C(N)O2 (stereo not drawn)
 : 11 | 11 | 0.3
Cc1cccn2c(CN3CCCC(c4ccccc4)C3)c(C(=O)N3CCOCC3)nc12 (stereo not drawn)
 : -5 | 27 | 0.0
CCOC(=O)c1c(NC(=O)C2CCCN(S(=O)(=O)c3ccccc3)C2)sc2c1CCCC2 (stereo not drawn)
 : -42 | 1 | 0.0
CC1=C(C(=O)NC(C)CCc2ccccc2)C2(CCC(C)CC2)OC1=O (stereo not drawn)
 : -18 | 15 | 0.0
O=C(N/N=C/c1cccs1)C(=O)Nc1cccc(Cl)c1
 : 49 | -14 | 0.0
CCCc1nn(C)c(C(=O)Nc2cccc3ccccc23)c1Cl
 : -17 | -5 | -0.1
CN1C[C@@H]2C[C@@H](c3ccc(C#CC(C)(C)O)s3)N3CCC[C@@]23C1=O
 : -10 | -11 | 0.0
Cc1ccc(C(=O)/C=C/C(=O)O)cc1
 : 0 | 1 | 0.0

Three entries out of the list, ordered by count of non-hydrogen atoms, ascending.
Below each compound: INS-1E GSIS act | PAX8 inh HTS | XiGFP reactiv
COc1ccc(NC(=O)CSCc2ccccc2C)cc1
 : -11 | -45 | 0.0
Cc1nn(-c2ccccc2)c2c1C(c1ccc(F)cc1)C(C#N)=C(N)O2 (stereo not drawn)
 : 11 | 11 | 0.3
Cc1cccc2c3nc4ccccc4nc3n(CCCN3C(=O)c4ccccc4C3=O)c12
 : -7 | -17 | 0.0

Going on with the list.
Below each compound: INS-1E GSIS act | PAX8 inh HTS | XiGFP reactiv
CC(C)Oc1ccccc1/C=N/NC(=O)c1ccc(F)cc1
 : -7 | -20 | 0.1
O=C(NCCNc1ccc([N+](=O)[O-])cc1C(F)(F)F)c1cccc(F)c1
 : -28 | 14 | 0.3
NS(=O)(=O)c1ccc(N/C=C\C(=O)c2ccc3ccccc3c2)cc1
 : 15 | -6 | 0.0
O=C(CNc1ccc2c(c1)OCO2)N/N=C\c1cn(Cc2ccccc2)c2ccccc12
 : -24 | -9 | 0.2
CCCCCCCCCCOC(=O)C[N+](C)(C)CC1CCCCC1O (stereo not drawn)
 : -10 | -5 | 0.1
COc1ccc(CNC(=O)c2ccc(-c3ccccc3)cc2)cc1OC
 : 32 | 2 | 0.1
CCN(CC)CCCOc1ccc(Cl)c(Cl)c1
 : 0 | -2 | 0.0
CC(C)(C)C1c2[nH]c3ccccc3c2CCN1CCCn1cccn1 (stereo not drawn)
 : -4 | 15 | 0.0
Cc1coc2cc3oc(=O)cc(C)c3cc12
 : 9 | -21 | 0.1
Cn1c(NC(=O)/C=C/c2ccccc2)cc(=O)n(C)c1=O
 : 38 | -42 | 0.2
CCOC(=O)CN1C(=O)S/C(=C/C=C/c2ccc(N(C)C)cc2)C1=O
 : 12 | -93 | 1.3
Cc1cc(NC(=O)Cc2ccccc2)no1
 : -6 | -2 | 0.0
O=C(COC(=O)c1ccccc1)Nc1ccccc1Br
 : 8 | 12 | 0.1
CCc1cccc(NC(=O)c2ccc(Cn3nc(C)cc3C)o2)c1
 : -23 | -14 | -0.1
COC(=O)c1ccccc1NC(=O)c1cccc(NC(=O)C(C)C)c1
 : 10 | -4 | 0.2

Next entries:
smiles,INS-1E GSIS act,PAX8 inh HTS,XiGFP reactiv
O=C1c2ccccc2-c2cccc(C(=O)N3CCCCCC3)c21,36,10,0.2
O=C(OCC(=O)N1CCc2ccccc21)c1cccc(S(=O)(=O)N2CCCc3ccccc32)c1,-35,5,0.0
N#Cc1ccsc1NC(=O)COC(=O)c1ccc2ccccc2c1,-21,-12,0.2
COc1cccc(-n2c(N)c(C#N)c3ccc([N+](=O)[O-])cc3c2=O)c1,-1,3,0.3
CC(C)(C)C(=O)NC(=S)NCc1ccccc1,23,-6,0.2
C=Cn1cc[n+](CC(=O)C(C)(C)C)c1,15,-10,0.0
CCCc1cc(=O)[nH]c(SCC(=O)c2[nH]c(C)c(C(=O)OCC)c2C)n1,-14,14,0.2
N/C(=N\OC(=O)CC1CCCCC1)c1ccncc1,-7,-7,0.3
O=C(c1cc2ccccc2[nH]1)N1CCOCC1,13,30,0.0
Cc1ccc(/C=C/C(=O)Nc2nc3ccccc3[nH]2)cc1,32,-109,0.0
CCc1ccc(-c2c(C)sc(NC(=O)C3CCC3)c2C#N)cc1,139*,-27,-0.1
O=C(CSc1nnc(CCc2ccccc2)n1-c1ccc(Cl)cc1)c1ccccc1,-21,-1,0.0
C=CCSc1nc2[nH]ncc2c(=O)[nH]1,-1,-5,0.0
CC(C)[C@H](NC(=O)c1ccccc1)C(=O)OCC(=O)NCCc1ccc(F)cc1,-1,-10,0.2
O=C(NCCOc1ccccc1F)c1ccccc1SCc1ccc(F)cc1,-23,16,0.0
Cc1ccccc1CS(=O)(=O)c1cn(CC(=O)N2CCC(C)CC2)c2ccccc12,-8,3,-0.1

Record cards, as listed above:
CCOC(=O)C1=C(C)NC(=S)NC1c1ccc(OC(=O)c2ccco2)cc1 (stereo not drawn) in the list: INS-1E GSIS act = 0; PAX8 inh HTS = -27; XiGFP reactiv = 0.0
COCC(C)NC(=O)CCc1nnc(C2(c3ccc(Cl)cc3)CCC2)o1 (stereo not drawn) in the list: INS-1E GSIS act = -1; PAX8 inh HTS = -83; XiGFP reactiv = 0.0

More results follow.
smiles,INS-1E GSIS act,PAX8 inh HTS,XiGFP reactiv
COc1ccc(CCNC(=S)Nc2ccc(OC)cc2)cc1,28,-20,0.0
Cc1ccc(CN2CCN(Cc3cccn3-c3ccc(Cl)cn3)CC2CCO)o1 (stereo not drawn),17,-9,0.6
COc1ccc(C(=O)CN2C3=NCCCN3c3ccccc32)cc1OC,44,13,0.0
Cc1ccc(C(=O)N/C(=C\c2ccc(C(C)C)cc2)C(=O)NCCCN2CCOCC2)cc1,-13,8,0.4
CNC(=S)Nc1ccc(C23CC4CC(CC(C4)C2)C3)cc1,-22,-13,0.1
CCNC(=O)/C(C#N)=C/c1c(N2CC(C)OC(C)C2)nc2ccccn2c1=O (stereo not drawn),4,1,-0.2
c1ccc(CCNc2nc(-c3ccccn3)cs2)cc1,-4,-62,0.0
Cc1ccc2cc(C=O)c(N(C)C)nc2c1,4,2,0.2
CCc1ccc(-c2nn(-c3ccccc3)cc2CSC(=N)N)cc1,25,18,-0.1
CC(NC(=O)COc1ccc(-c2nnco2)cc1)c1ccc(Cl)cc1Cl (stereo not drawn),-4,8,0.3
O=C(Nc1nnc(SCc2ccc(F)cc2)s1)C1CC(=O)N(c2ccc3c(c2)OCCO3)C1 (stereo not drawn),-18,1,0.0
Cc1ccc(Cl)cc1NC(=O)COC(=O)c1ccc(COc2ccc3c(C)cc(=O)oc3c2)cc1,5,-25,-0.1

Not all compounds are listed; count on the stated rates, not on these rows.
